High-throughput results deposited in PubChem by National Center for Advancing Translational Sciences (NCATS).
TSG101-PTAP inh – blocks PTAP/TSG101 interaction to inhibit HIV-1 budding. Q99816. Fluorescence polarization, FITC-PTAP peptide / Tsg101 binding. Potency, µM (highest dose often 115 µM), for the others: at the top dose activity change, negative = inhibition, hits mostly inhibitors. 340,000 tested, under 10 active. AID 493005; active means well fitted inhibition curve with a large enough effect in the main read-out, with a control signal flat, not every such curve was filed as active; inconclusive means small, poorly fitted or top-dose-only effect, or effect the other way, or a change in a side signal; inactive means no such curve, though single readings can be large or run the other way; further: potency means the concentration at half of the fitted maximal effect; % of control where 0% means no effect
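Tsg101 binding domain (10 uM final) was mixed with compound and a FITC-labeled PTAP peptide (50 nM final) in HEPES pH 7.5 buffer with NaCl, Tween 20, EDTA and TCEP; fluorescence polarization was read after 20 min at r.t.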
a7 integrin act – activates integrin-mediated alleviation for muscular dystrophy; alpha7betagal myoblasts, beta-gal FDG fluorescence, 48 h; Potency, µM (titrated, usually from 38.3 µM), without a hit: at the highest dose activation, most hits filed as activators; 350,000 compounds, 0.064% hits; AID 624291;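 further: potency means the concentration at half of the fitted maximal effect; 100% = response of the positive control SU9516; nearly all actives have a fitted effect of over 60% in size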
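alpha7betagal+/- myoblasts (passage 13, 250/well) treated 48 h at 37C with compounds at 1:260 dilution of DMSO stock. Lysed, then beta-galactosidase activity read as FDG fluorescence (ex 480/em 540) after 30 min, with pre-read for autofluorescence.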
Eya2 phos inh – inhibitors of human Eya2 phosphatase activity; O00167; recombinant Eya2, OMFP fluorescence dephosphorylation (OMFP is methylfluorescein phosphate); Potency, µM (doses to about 76.9 µM), for the others: at the highest dose activity, negative = inhibition, actives largely listed as inhibitors; 330,000 compounds, 0.006% hits; further: potency means the concentration at half of the fitted maximal effect; on the % scale 0 is the no-effect control and ±100 the full control effect
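Eya2 (0.2 uM) preincubated 10 min at ambient with compound, then OMFP substrate added at 50 uM; 10 min reaction in 50 mM HEPES pH 7.5, 50 mM NaCl, 5 uM MgCl2, 0.05% BSA, 1 mM DTT. Fluorescence read at Ex 485/Em 525 nm.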
Mito fusion act – mitochondrial division inhibition or fusion activation; Potency, µM (doses to about 46.1 µM), for the others: at the highest dose growth rescue (activation), usual class: activators; S. cerevisiae fusion-defective mutant growth rescue, CellTiterGlo 48 h; 320,000 compounds, 0.23% hits;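 further: potency means the concentration at half of the fitted maximal effect; % of control where 0% means no effect; nearly all actives have a fitted effect of over 45% in size; temperature-sensitive fusion mutants such as fzo1-1 at 37 °C on non-fermentable ethanol glycerol medium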
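Luminescent cell viability in 1536-well qHTS format served as the measure of rescued growth in ts fusion-mutant S. cerevisiae cultured on non-fermentable YPEG for 48 hours at 37C.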
TCR activator – T cell receptor activation | primary human leukocytes, anti-CD3, IL-2 HTRF, 48 h | Potency, µM (doses to about 9.22 µM), for inactives: top-dose activation of IL-2 secretion, most hits filed as activators | 330,000 tested, under 10 active; further: % of control where 0% means no effect
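Primary human leukocytes receive a-CD3 beads and test compound and are incubated 48 hr. Secreted IL-2 is then assayed by HTRF, measuring 665nm acceptor emission after 320nm excitation of the europium donor.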
Tb PFK inh – inhibitors of T. brucei phosphofructokinase. 330,000 compounds, 0.17% hits. Potency, µM (top dose mostly 57.5 µM), for inactives: top-dose activity, negative = inhibition, most hits filed as inhibitors. O15648. T. brucei PFK, ADP-Glo luminescence. AID 485367;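 further: potency means the concentration at half of the fitted maximal effect; 0% = uninhibited 1x PFK enzyme wells and -100% = no-enzyme wells; nearly all actives have a fitted effect of over 60% in size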
Target sequence (O15648 whole entry, looked up): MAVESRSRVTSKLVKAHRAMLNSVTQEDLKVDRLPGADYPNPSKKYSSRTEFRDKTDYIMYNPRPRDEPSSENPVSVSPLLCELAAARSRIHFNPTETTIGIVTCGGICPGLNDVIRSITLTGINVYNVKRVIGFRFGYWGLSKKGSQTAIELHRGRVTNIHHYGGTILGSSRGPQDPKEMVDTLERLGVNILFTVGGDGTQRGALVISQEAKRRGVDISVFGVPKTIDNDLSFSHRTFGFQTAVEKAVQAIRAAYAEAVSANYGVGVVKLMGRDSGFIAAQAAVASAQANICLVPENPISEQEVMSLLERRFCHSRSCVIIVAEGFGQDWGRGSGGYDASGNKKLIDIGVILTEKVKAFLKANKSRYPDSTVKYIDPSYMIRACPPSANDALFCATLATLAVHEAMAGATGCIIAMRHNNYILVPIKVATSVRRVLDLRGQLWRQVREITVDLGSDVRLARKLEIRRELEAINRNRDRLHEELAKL
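PFK 1.25 nM, F6P 0.5 mM, ATP 0.1 mM, 0.1 M TEA pH 8.0, 5 mM MgCl2, 0.01% Tween20, 0.1% BSA; 45 min RT. ADP-Glo readout. qHTS titration up to 57 uM; curves fitted, compounds curve-classed.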
TSHR antag – human thyrotropin receptor antagonism; TSHR-expressing cells, TSH-stimulated cAMP HTRF, 2 h; stronger effect = lower value; activity change, negative = inhibition, % at 11.5 µM; 330,000 compounds, 0.2% hits;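 active means activity change below a set negative limit, meaning inhibition stronger than a set level, cut at about -70% in these data; inconclusive means activity change between two set negative limits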; further: on the % scale 0 is the no-effect control and ±100 the full control effect
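TSHR-expressing cells were treated with compounds, then stimulated with TSH at EC80 (4nM final) for 2 hours at 37 deg C. Cellular cAMP was measured by HTRF competition between lysate cAMP and cAMP-d2 for a cryptate-labelled anti-cAMP antibody.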
BCR signal inh – blocks chronic active B-cell receptor signaling | ABC-DLBCL IkBa-CBG/CBR reporter, luminescence ratio, 4 h | Potency, µM (top dose mostly 46.1 µM), inactives show top-dose ratio change, negative = lower green/red ratio, most hits filed as inhibitors | 340,000 compounds, 0.05% hits | AID 493014; active means well fitted inhibition curve with a large enough effect in the signal ratio, with a control signal flat, not every such curve was filed as active; inconclusive means small, poorly fitted or top-dose-only effect, or effect the other way, or a change in a side signal; the % refers to the signal ratio;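 further: potency means the concentration at half of the fitted maximal effect; plate controls were basal doxycycline-induced cells for no effect and cells given 10 µM MG132 for full effect; MG132 reads +100%, hits lower the ratio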
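TMD8 human ABC-DLBCL cells with doxycycline-inducible IκBα–green luciferase fusion and unfused red luciferase, in 0.5% FBS medium; compounds up to 46 uM, 4 h at 37C. Green/red luminescence ratio, filter-overlap corrected, fitted to concentration-response curves.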
ELG1 repair inh – inhibitors of ELG1-dependent DNA repair in HEK293T cells; Potency, µM (top dose mostly 46.1 µM), for the others: top-dose activity change, negative = inhibition, actives largely listed as inhibitors; AID 504467; HEK293T ELG1-luciferase reporter, luminescence, 16 h; DNA damage induced by 5-fluorouridine; 330,000 compounds, 2.3% hits; further: potency means the concentration at half of the fitted maximal effect; on the % scale 0 is the no-effect control and ±100 the full control effect; nearly all actives have a fitted effect of over 55% in size
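Cells (2,000 per well) received 5-fluorouridine plus test compound or DMSO and were incubated 16 hr at 37 °C, 5% CO2. Luciferase activity was read by luminescence 30 min after ONE-Glo addition; signal suppression marked inhibition of damage-induced ELG1 function.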
AT treatment – candidate therapy for ataxia-telangiectasia; […] A-T fibroblasts, KAP-1 phosphorylation AlphaLISA; neocarzinostatin DNA damage 30 min before lysis; Potency, µM (doses to about 57.5 µM), inactives show at the top dose activation, actives largely listed as activators; 320,000 compounds, 0.19% hits; further: potency means the concentration at half of the fitted maximal effect; % of control where 0% means no effect; nearly all actives have a fitted effect of over 45% in size
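hTERT-immortalized A-T patient fibroblasts ([…]), 500 cells/well in OPTI-MEM, 1% FBS, got compounds for 60 min, then NCS for 30 min at 37C. Lysates were then assayed for phospho-KAP-1 by AlphaLISA (anti-pKAP1 donor, anti-KAP1 acceptor beads), 6 hr at 25C.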
ASM inhibitor – human S-ASM enzyme inhibition; P17405; placental ASM, HMU-PC fluorogenic substrate, 60 min; Potency, µM (highest dose often 57.5 µM), inactives show at the top dose activity change, negative = inhibition, actives largely listed as inhibitors; 340,000 compounds, 0.006% hits; AID 504937; further: potency means the concentration at half of the fitted maximal effect
Target sequence (P17405 47-631 limits assumed): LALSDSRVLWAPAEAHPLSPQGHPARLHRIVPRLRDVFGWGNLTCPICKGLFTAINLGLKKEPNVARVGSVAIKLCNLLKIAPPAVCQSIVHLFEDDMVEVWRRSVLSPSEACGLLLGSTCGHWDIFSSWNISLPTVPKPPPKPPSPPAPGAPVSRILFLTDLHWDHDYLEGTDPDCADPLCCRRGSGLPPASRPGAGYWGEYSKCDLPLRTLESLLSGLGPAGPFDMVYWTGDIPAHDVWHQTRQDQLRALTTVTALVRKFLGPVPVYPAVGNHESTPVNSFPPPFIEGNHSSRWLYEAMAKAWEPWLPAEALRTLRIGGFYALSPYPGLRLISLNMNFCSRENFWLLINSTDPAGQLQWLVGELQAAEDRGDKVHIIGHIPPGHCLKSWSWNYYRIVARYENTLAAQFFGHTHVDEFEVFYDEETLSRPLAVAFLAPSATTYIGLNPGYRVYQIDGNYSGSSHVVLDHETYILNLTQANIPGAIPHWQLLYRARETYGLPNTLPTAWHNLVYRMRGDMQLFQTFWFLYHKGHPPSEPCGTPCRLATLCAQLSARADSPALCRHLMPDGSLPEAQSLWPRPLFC
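Steps: dispense placental human ASM, pin compound, wait 10 min at room temperature, add HMU-PC0 substrate at 9 uM final, incubate 60 min at 37 °C, add stop solution raising pH to 10, read fluorescence.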
The depositor's hits bear a star; u = inconclusive; x = not tested or not shown; [ ] = dose if it differs, or a comment. Unless noted, the call rests on the fitted dose curve; in most records, active means well fitted curve in the direction sought with a large enough effect; inconclusive means small, poorly fitted or top-dose-only effect, or another doubt; inactive means no such curve, though single readings can be large; an effect the other way counts as inactive or inconclusive.

SMILES	TSG101-PTAP inh	a7 integrin act	Eya2 phos inh	Mito fusion act	TCR activator	Tb PFK inh	TSHR antag	BCR signal inh	ELG1 repair inh	AT treatment	ASM inhibitor
CC(=O)c1ccc(OCCCC(=O)Nc2ccc(C)c(S(=O)(=O)N3CCCCC3)c2)cc1	-1%	-50%[inhibitor]	-28%	28%	2%	0%	-50	6%	u	8%	-14%
O=C(NCCCn1ccnc1)/C(=C\c1cccnc1)NC(=O)c1ccco1	-6%	0%	-17%	3%	-3%	1%	-5	-3%	9%	-3%	5%
COC(=O)Cc1ccc(OC(=O)c2cccc(S(=O)(=O)N3CCN(C)CC3)c2)cc1	-5%	9%	10%	2%	4%	-10%	-9	0%	2%	-5%	0%
CCOCCCN(C)C1CCN(C(=O)c2oc3ccccc3c2NC(=O)c2ccc([N+](=O)[O-])cc2)CC1	-1%	-22%	-3%	-7%	0%	1%	4	u	-11%	-8%	3%
CCCc1nc(SCC(=O)Nc2nnc(CC)s2)c2c(C)c(C)sc2n1	-4%	24%	15%	2%	-1%	1%	-7	3%	-6%	-5%	2%
CCOc1ccccc1Nc1nnc(SCC(=O)Nc2cc(C)on2)s1	-4%	13%	-10%	0%	-24%	-8%	4	u	4%	6%	0%
COc1ccccc1C(CCN(Cc1ccccc1)C(C)=O)c1ccco1 (stereo not drawn)	-1%	-15%	-6%	u	-9%	17%	17	u	u	20%	1%
COc1ccc(N2CCN(C(=O)CSc3nnnn3C3CC3)CC2)cc1	-2%	-27%	-6%	-5%	4%	1%	-3	-1%	7%	-1%	-4%
CC(C)/C=C1\CC/C(=C\c2ccc(N(C)C)cc2)C1=O	u	-2%	10%	6%	6%[46.1 µM]	-6%	-8	u	u	0%	0%
CC(=O)Nc1cc(C(=O)OCC(=O)c2ccc(C)cc2)ccc1C	-1%	0%	4%	1%	7%[46.1 µM]	1%	13	-8%	u	-11%	1%
Cc1ccc(S(=O)(=O)N2CCCCC2)cc1NC(=O)Cn1c(=O)cnc2ccccc21	-6%	-9%	11%	1%	-2%	-1%	-3	-5%	u	3%	5%
O=C(O)CSc1c2c(nc3cc(C(=O)Nc4ccc(F)c(Cl)c4)ccc13)CCCC2	-9%	3%	-12%	0%	11%	-3%	5	-19%	13%	5%	-2%
N#Cc1cc(Cl)c(NCC2CCCO2)cc1C#N (stereo not drawn)	-5%	6%	-4%	2%	-6%	-5%	-1	u	3%	39%	13%
O=C(Nc1nc(-c2cccc([N+](=O)[O-])c2)cs1)c1cccc([N+](=O)[O-])c1C(=O)O	-9%	1%	-4%	1%	5%	0%	0	10%	11%	10%	4%
O=C(CNC(=O)c1ccc2ccccc2c1)NCc1ccc(F)cc1	-1%	1%	7%	0%	-10%	0%	4	-2%	-18%	6%	-1%
CNC(=S)N(CCc1c(C)[nH]c2ccc(Cl)cc12)Cc1cccnc1	-1%	-35%	-4%	12%	-1%	1%	1	-37%	-14%	0.89µM*	0%
CC(C)(C)c1cc(-c2ccccc2)n[nH]1	-1%	u	-13%	1%	0%	-1%	-9	10%	0%	1%	2%
Cc1ccc(C(=O)O)cc1NC(=O)CN1C(=O)C2C3c4ccccc4C(Br)(c4ccccc43)C2C1=O (stereo not drawn)	-1%	8%	4%	-8%	-2%[46.1 µM]	-2%	2	3%	8%	2%	-5%
CC(C)NC(=O)N(C)C[C@H]1Oc2ccc(NS(=O)(=O)c3ccc(F)cc3)cc2C(=O)N([C@H](C)CO)C[C@@H]1C	-5%	-13%	6%	x	2%	5%	6	-1%	1%	-2%	0%
CCOC(=O)COc1nc2c(c(-c3ccco3)c1C#N)CCc1ccccc1-2	4%	14%	-28%	2%	8%	1%	22	2%	4%	4%	184%[activator]

SMILES	TSG101-PTAP inh	a7 integrin act	Eya2 phos inh	Mito fusion act	TCR activator	Tb PFK inh	TSHR antag	BCR signal inh	ELG1 repair inh	AT treatment	ASM inhibitor
CC(C)c1ccc(C2/C(=C(\O)c3ccc4c(c3)OCCO4)C(=O)C(=O)N2CCN2CCOCC2)cc1 (stereo not drawn)	-1%	4%	1%	-3%	-1%	-1%	10	4%	0%	-1%	1%
CCOc1cc(NC(=O)c2ccco2)c(OCC)cc1NC(=O)Cc1ccc(OC)c(OC)c1	-3%	-6%	8%	1%	-2%	-5%	-4	-5%	-12%	-4%	72%
CCOc1ccc(Cn2nnc(C(=O)NCCc3ccc(Cl)cc3)c2N)cc1	-2%	-4%	13%	-1%	-1%	-2%	-15	-4%	2%	5%	4%
O=C(CN1CCCCC1)NC(=O)NC1CCCC1	1%	-16%	-3%	-1%	0%	4%	-25	u	5%	30%	4%
O=c1cc(Nc2ccc3c(c2)OCO3)[nH]c(=O)n1-c1ccc(Br)cc1	-12%	-29%	10%	-4%	0%[46.1 µM]	7%	-9	17%	-4%	6%	31%
Cc1cnc(NC(=O)C2CC(=O)N(c3cccc(Cl)c3)C2)s1 (stereo not drawn)	-3%	0%	-4%	2%	9%	-1%	-21	u	u	0%	4%
CCCCNC(=O)C1C2C=CC(C2)C1C(=O)O (stereo not drawn)	-1%	0%	6%	-4%	3%[46.1 µM]	-1%	0	5%	0%	-1%	6%
COc1ccc(NC(=S)NCc2cccs2)cc1OC	-6%	1%	1%	7%	-5%	1%	-3	-11%	10%	-2%	4%
CCOC(=O)C1=C(C)N(C[C@@H]2CC[C@@H](Cc3ccc4cc(OC)ccc4c3)O2)C(=O)NC1c1ccccc1 (stereo partly drawn)	0%	-8%	-3%	x	3%[46.1 µM]	1%	-1	-3%	u	-26%	-10%
CCN(CC)CCNC(=O)c1cn(CCOC)c(=O)c2c1c1ccccc1n2C	-5%	-24%	-5%	-5%	-5%	-1%	-2	2%	-8%	3%	14%
O=C1Nc2ccccc2C(=O)N2[C@H](c3ccc(F)cc3)[C@@H]3C(=O)N(Cc4ccccc4)C(=O)[C@@H]3[C@H]12	-5%	4%	-11%	1%	1%	2%	10	-7%	-11%	7%	-5%
Cc1ccc(-n2nnnc2SCC(=O)c2c(N)n(C3CC3)c(=O)[nH]c2=O)c(C)c1	1%	-25%	14%	2%	x	-3%	-7	-2%	u	3%	-4%
O=C1CSC(=Nc2ccccc2Cl)N1	0%	0%	0%	1%	5%	0%	9	0%	17%	7%	4%
O=C(CCCN1C(=O)/C(=C/c2cccc(Br)c2)SC1=S)N1CCOCC1	3%	15%	9%	-6%	1%	17%	5	u	10%	-14%	-5%
CC(/C=C/C=C/c1ccccc1)=N/NC(=O)CNc1ccccc1C	-1%	0%	6%	-4%	-5%	-3%	0	u	5%	-5%	-2%
O=c1cc(-c2ccc(O)c(O)c2)oc2cc(O[C@@H]3O[C@H](CO)[C@@H](O)[C@H](O)[C@H]3O)cc(O)c12	-1%	8%	-14%	x	2%	u	-2	6%	u	-6%	-5%
COCCNC(=S)N/N=C(\C)c1ccc(Cl)c(Cl)c1Cl	-4%	7%	-20%	-4%	1%	-16%	0	u	-6%	5%	-2%

The order is random; 3.2% or so of the library scored in one or more.
